hERG rescue: hERG rescue from dofetilide block, primary screen, cell-based, CHO-hERG, FluxOR thallium flux, dofetilide IC70. Voltage-gated inwardly rectifying potassium channel KCNH2 (Homo sapiens), Q12809. dofetilide IC70 present. activation (rescue from dofetilide block), less the hit threshold, % at 10 µM. 0.51% of 310,000 active. AID 1511, 2009;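 active means activation above the mean of controls blocked by dofetilide plus 5 SD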;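 further: thallium influx through hERG after potassium depolarization seen as dye fluorescence rise; in these data hits start at about 4.7%; inactives centre near -7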
KCNK3 inh: human KCNK3 channel inhibitors, primary screen, CHO cells, FluxOR thallium flux, B-score; B-score at 10 µM; 0.84% of 340,000 active; AID 602410, 2012; FluxOR fluorescence; active compounds read low;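 active means B-score under library mean minus 4 SD, starting fluorescence ratio at most library mean plus 5 SD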;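 further: more negative B-score means stronger inhibition of thallium flux through KCNK3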
MrgX1 allo act: positive allosteric modulators of MrgX1, primary screen, HEK293 cells, Fluo-4 calcium flux; 0.63% of 310,000 active; Mas-related G-protein coupled receptor member X1 (Homo sapiens), Q96LB2; FDSS; active compounds read high; B-score at 10 µM; AID 588675, 2011;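 active means plate-corrected calcium response at least 3 library SD above typical, normal starting fluorescence, not activating the receptor alone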;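 further: compound read alongside a low EC10 to EC30 dose of BAM8-22 agonist; peak minus trough fluorescence over baseline measured at the second addition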
Target sequence (Q96LB2 whole entry, looked up): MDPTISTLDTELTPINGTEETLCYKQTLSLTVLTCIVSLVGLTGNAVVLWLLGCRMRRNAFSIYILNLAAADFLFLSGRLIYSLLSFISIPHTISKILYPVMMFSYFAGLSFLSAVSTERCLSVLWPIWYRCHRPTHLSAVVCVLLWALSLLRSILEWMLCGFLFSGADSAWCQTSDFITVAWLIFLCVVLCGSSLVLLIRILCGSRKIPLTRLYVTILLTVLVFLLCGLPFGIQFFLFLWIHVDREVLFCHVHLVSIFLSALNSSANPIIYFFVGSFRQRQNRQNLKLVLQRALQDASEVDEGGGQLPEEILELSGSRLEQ
RGS4 inh: RGS4 inhibitors, primary screen, cell-based, HEK293 M3R inducible RGS4, calcium flux | Regulator of G-protein signaling 4 (Homo sapiens), P49798 | 0.45% of 310,000 active | AID 463165, 2010 | Fluo-4 calcium flux; active compounds read high; triggered by carbachol at its EC20 | B-score at 10 µM;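 active means B-score, a plate-corrected calcium signal, over three deviations above library mean, with baseline fluorescence within five deviations of library mean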;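 further: RGS4 expression induced by doxycycline in cells with stable M3 receptor; B-score is computed from the integrated fluorescence ratio over baseline after carbachol; higher B-score means a larger calcium signal and so more RGS4 inhibition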
Target sequence (P49798 whole entry, looked up): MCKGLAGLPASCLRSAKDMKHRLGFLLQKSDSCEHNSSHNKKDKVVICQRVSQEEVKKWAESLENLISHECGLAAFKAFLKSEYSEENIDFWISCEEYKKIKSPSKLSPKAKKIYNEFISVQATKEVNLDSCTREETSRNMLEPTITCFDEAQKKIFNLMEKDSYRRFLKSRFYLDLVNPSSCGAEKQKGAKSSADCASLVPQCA
KCNQ1 pot: potentiators or activators of KCNQ1 channel, primary screen, cell-based, thallium flux, high-throughput; CHO-K1 KCNQ1, thallium flux FluxOR fluorescence; active compounds read high; 0.35% of 310,000 active; AID 2648, 2010; B-score at 10 µM;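 active means fluorescence ratio B-score, a plate-corrected score, at least three library SD, with initial intensity B-score within 5 SD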
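System: Stable KCNQ1 CHO-K1 line | Incubation: 90 min dye loading and 20 min compound exposure, both at room temperature | Measure: Ratio B score | Medium: Assay buffer for compound exposure, DMSO matched across wells | Compound dosing: Single-concentration screen | Probe or stimulus: K+/Tl+ depolarizing stimulus | Measured by: Kinetic FluxOR fluorescence, 10 s baseline plus 110 s post-stimulus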
RGS4 act: RGS4 potentiators or activators, primary screen, cell-based, HEK293 M3R inducible RGS4, calcium flux; carbachol calcium flux Fluo4; active compounds read low; B-score at 10 µM; 0.92% of 310,000 active; AID 463111, 2010;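 active means B-score of the integrated calcium signal more than 4 SD below the library mean, with starting fluorescence not abnormally high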;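 further: negative B-score means reduced calcium response which marks RGS4 activation or potentiation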
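Detection: kinetic calcium fluorescence imaging with Fluo4-AM dye, 2 µM / Material: HEK293 cells with stable M3R and inducible RGS4 / Schedule: recording 10 s baseline at 1 Hz, 100 s post-agonist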
KCNK9 inh: KCNK9 potassium channel inhibitors, primary screen, HEK293 cells, thallium flux. Potassium channel subfamily K member 9 (Homo sapiens), Q9NPC2. FluxOR thallium flux fluorescence; active compounds read low. B-score at 10 µM. 1.2% of 310,000 active;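 active means ratio B-score over 3 SD below the library mean, with starting fluorescence within 5 SD of its mean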;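 further: negative B-score means less thallium flux so channel inhibition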
Target sequence (Q9NPC2 whole entry, looked up): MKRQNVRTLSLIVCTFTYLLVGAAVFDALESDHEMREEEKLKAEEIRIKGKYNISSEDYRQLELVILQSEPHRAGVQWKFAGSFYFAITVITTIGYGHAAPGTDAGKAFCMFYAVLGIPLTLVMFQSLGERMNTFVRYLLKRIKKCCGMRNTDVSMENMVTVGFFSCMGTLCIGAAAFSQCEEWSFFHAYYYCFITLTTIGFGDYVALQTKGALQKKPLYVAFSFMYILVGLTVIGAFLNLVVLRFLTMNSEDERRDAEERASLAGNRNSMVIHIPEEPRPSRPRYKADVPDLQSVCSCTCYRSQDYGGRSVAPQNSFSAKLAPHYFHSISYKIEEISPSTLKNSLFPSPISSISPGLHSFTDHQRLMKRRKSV
MrgX1 agonist: agonists of human MrgX1 receptor, primary screen, HEK293 cells, Fluo-4 calcium flux | Mas-related G-protein coupled receptor member X1 (Homo sapiens), Q96LB2 | Fluo-4 calcium fluorescence, agonist mode; active compounds read high | B-score at 10 µM | 0.44% of 310,000 active;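 active means calcium response B-score plate-corrected fluorescence ratio at least 3 library SD, with starting fluorescence B-score inside 5 SD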
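Material: HEK293 cells stably expressing human MrgX1 receptor | Quantity: 15,000 cells per well | Times: Cells plated overnight, dye loaded 0.5 h 37 °C, 0.5 h room temperature | Measured by: Kinetic Fluo-4 NW fluorescence of intracellular calcium | Control set: Positive and negative controls per plate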
TMEM16A act: TMEM16A chloride channel activators or potentiators, primary screen, cell-based, HTS; Anoctamin-1 (Mus musculus), Q8BHY3; HEK293 TMEM16A/YFP-H148Q/I152L, iodide quench fluorescence; active compounds read low; B-score at 10 µM; 0.3% of 340,000 active;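 active means fluorescence-ratio B-score plate-corrected deviation score at least 3 library SD below zero, with starting fluorescence score within 5 deviations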;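 further: channel opened by trigger with iodide after compound preincubation; score built on the fluorescence ratio of max minus min over baseline; more negative score means more quench and so TMEM16A activation or potentiation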
KCNQ1 inh: inhibitors of human KCNQ1 channel, primary screen, cell-based, thallium flux, high-throughput | CHO-K1 KCNQ1, FluxOR thallium flux fluorescence; active compounds read high | 1.3% of 310,000 active | B-score at 10 µM | Potassium voltage-gated channel subfamily KQT member 1 (Homo sapiens), P51787;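 active means compounds whose thallium flux B-score, printed positive for inhibition, exceeds three library SD while starting fluorescence stays within three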;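 further: channel opened by potassium depolarization with thallium stimulus after 20 min compound exposure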
TMEM16A inh: TMEM16A chloride channel inhibitors, primary screen, cell-based, HTS. HEK293 TMEM16A/YFP iodide influx fluorescence, ionomycin. normalized B-score (activity score, 25-100; higher = stronger inhibition) at 10 µM. Anoctamin-1 (Mus musculus), Q8BHY3. 1.2% of 310,000 active;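 active means ratio plate-corrected score three or more library SD toward inhibition, starting fluorescence score within five deviations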;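 further: score derived from kinetic fluorescence span divided by baseline fluorescence per well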
* hit, by the source's call; i = inactive; · = not tested or not shown.

SMILES	hERG rescue	KCNK3 inh	MrgX1 allo act	RGS4 inh	KCNQ1 pot	RGS4 act	KCNK9 inh	MrgX1 agonist	TMEM16A act	KCNQ1 inh	TMEM16A inh
Cn1c(SCCN2CCCC2)nnc1C1CCN(S(=O)(=O)c2ccc(F)cc2)CC1	-4	i	i	i	i	-7.8*	i	i	i	i	i
C/C(N)=C(/C#N)C(=O)COC(=O)Cc1coc2cc(C)ccc12	-9	i	i	i	i	i	i	i	i	i	i
C=C(C)CN=c1scc(C)n1/N=C/c1ccco1	-6	i	i	i	i	i	i	i	i	i	i
Cc1ccc(C(=O)Nc2cccc(C(=O)NC3CCCCC3)c2)cc1	-5	i	i	i	i	i	i	i	i	i	i
CC(C1CCN(Cc2nc(C3CC3)no2)CC1)N1CCOCC1 (configuration not stated)	-14	i	i	i	i	i	i	i	i	i	i
COc1ccc(-c2cc(C(F)(F)F)c3c(=O)n(-c4ccccc4)[nH]c3n2)cc1	-16	i	i	i	i	i	i	i	i	i	100*
O=C(CN(C(=O)CNS(=O)(=O)c1ccccc1)C1CCCC1)NCc1ccco1	-7	i	i	i	i	i	i	i	i	i	i
CC(=O)c1ccc(OCc2cc(C(=O)N3CCC(Oc4ccccc4C)CC3)no2)cc1	-3	i	i	i	i	i	i	i	i	i	100*
CC1CCCC(NC(=O)COC(=O)c2cc(S(=O)(=O)N3CCCCC3)ccc2N2CCOCC2)C1C (configuration not stated)	-8	i	i	i	i	i	i	i	i	i	i
C=CCCCCCCCCC(=O)NNC1=CC(=O)CC(C)(C)C1	-8	i	i	i	i	i	i	i	i	i	i
CCn1c(SCC(=O)Nc2ccc(OC)cc2)nc2c1c(=O)n(C)c(=O)n2C	-6	i	i	i	i	i	i	i	i	i	i
CCCC(c1nnnn1Cc1ccco1)N1CCN(C(=O)c2ccco2)CC1 (configuration not stated)	-7	i	i	i	i	i	i	i	i	i	i
CC(=O)Nc1ccc(C2Nc3cc(C)c(C)cc3NC3=C2C(=O)CC(C)(C)C3)cc1 (configuration not stated)	-4	i	i	i	i	i	i	i	i	i	i
Cc1cc2cc(CN(Cc3cccs3)S(=O)(=O)c3ccc4c(c3)OCCO4)c(=O)[nH]c2cc1C	-5	i	i	i	i	i	i	i	i	i	i
Cn1nnc(NC(=S)NC(=O)Cc2ccccc2)n1	-13	i	i	i	i	i	i	i	i	i	i
CC(=O)c1ccc(N/C=C/C(=O)c2ccc(Br)cc2)cc1	-8	i	i	i	i	i	i	i	i	i	i
COc1ccc(S(=O)(=O)N2CCCC(N(C)CCc3ccccc3)C2)cc1OC (configuration not stated)	-3	i	i	i	i	i	i	i	i	i	i
O=S(=O)(c1ccccc1)N1CCN(c2cccc(Cl)c2)CC1	-12	i	i	i	i	i	i	i	i	i	i
Cc1ccc(C(=O)O)c(C(=O)Nc2nc3ccccc3s2)c1	-5	i	i	i	i	i	i	i	i	i	i
Cc1ccccc1NC(=O)CSc1nnnn1C	-2	i	i	i	i	i	i	i	i	i	i
COc1cccc(OCc2nnc(SCC(=O)OC3CCCCC3)n2C)c1	-13	i	i	i	i	i	i	i	i	i	i
COc1ccc(CNC(=O)CC23CC4CC(CC(C4)C2)C3)cc1	-3	i	i	i	i	i	i	i	i	i	i
CS(=O)(=O)c1ccc2nnn(OCC(=O)Nc3cccc(C#N)c3)c2c1	-3	i	i	i	i	i	i	i	i	i	i
Cc1ccc(Nc2nnc(SCC(=O)NC(Cc3c[nH]c4ccccc34)C(=O)O)s2)cc1 (configuration not stated)	-1	i	i	i	i	i	i	i	i	i	i
Cn1c(SCc2cccc(F)c2)nnc1-c1cnccn1	-8	i	i	i	i	i	i	i	i	i	i
CCC(C)Nc1nc2c(c(=O)[nH]c(=O)n2C)n1CCCc1ccccc1 (configuration not stated)	-4	i	i	i	i	i	i	i	i	i	i
C=C(C)c1cccc(C(C)(C)NC(=O)NCCCN2CCCC2=O)c1	-5	i	i	i	i	i	i	i	i	i	i
CN(NC(=O)c1cccc(Cl)c1)c1nc(-c2ccccc2)nnc1C(F)(F)F	-3	i	i	i	i	i	i	i	i	i	i
COc1ccccc1-c1noc(-c2ccccc2C(=O)Nc2ccccc2)n1	-13	i	i	i	i	i	i	i	i	i	i
COc1ccccc1NC(=O)CS(=O)(=O)c1cn(CC(=O)N2CCOCC2)c2ccccc12	-14	i	i	i	i	i	i	i	i	i	i

Two entries from above, in markdown:
| SMILES | hERG rescue | KCNK3 inh | MrgX1 allo act | RGS4 inh | KCNQ1 pot | RGS4 act | KCNK9 inh | MrgX1 agonist | TMEM16A act | KCNQ1 inh | TMEM16A inh |
| --- | --- | --- | --- | --- | --- | --- | --- | --- | --- | --- | --- |
| CCn1c(SCC(=O)Nc2ccc(OC)cc2)nc2c1c(=O)n(C)c(=O)n2C | -6 | i | i | i | i | i | i | i | i | i | i |
| CS(=O)(=O)c1ccc2nnn(OCC(=O)Nc3cccc(C#N)c3)c2c1 | -3 | i | i | i | i | i | i | i | i | i | i |

New compounds follow.
SMILES	hERG rescue	KCNK3 inh	MrgX1 allo act	RGS4 inh	KCNQ1 pot	RGS4 act	KCNK9 inh	MrgX1 agonist	TMEM16A act	KCNQ1 inh	TMEM16A inh
CN(c1ccccc1N(C)S(=O)(=O)c1ccccc1)S(=O)(=O)c1ccccc1	-5	i	i	i	i	i	i	i	i	i	i
COC(=O)c1ccc(S(=O)(=O)NCCSc2nnc3c4ccccc4n(C)c3n2)cc1	-12	i	i	i	i	i	i	i	·	i	i
C=CCNC(=O)N1c2ccccc2Sc2ccccc21	-15	i	i	i	i	i	i	i	i	i	i
COc1ccc(/C=N/N2C(=O)c3ccccc3C2=O)cc1	-1	i	i	i	i	i	i	i	i	i	i
c1ccc(C(Cc2nc(-c3ccccn3)no2)c2ccccc2)cc1	-7	i	i	i	i	i	i	i	i	i	i
COc1ccc(OS(=O)(=O)c2c(C)noc2C)cc1	-2	i	i	i	i	-9.3*	i	i	i	i	i
O=C(CCN1C(=O)C2CC=C(Cl)CC2C1=O)NCc1ccco1 (configuration not stated)	-7	i	i	i	i	i	i	i	i	i	i
Clc1ccc(CSc2ncccn2)cc1	-5	i	i	i	i	i	i	i	i	i	i
COc1ccc(CN2C3CCC2CC(NC(=O)c2cc(OC)c(OC)c(OC)c2)C3)cc1 (configuration not stated)	-10	i	i	i	i	i	i	i	i	i	i
Cc1cc(OC(=O)c2ccc(S(=O)(=O)N(C)C)cc2)c([N+](=O)[O-])c(=O)[nH]1	-5	i	i	i	i	i	i	i	i	i	i
Cc1nc(Sc2nnnn2-c2ccccc2)c(C#N)c(C)c1C	-10	i	i	i	i	i	i	i	i	i	i
S=C(Nc1ccc(Cl)c(Cl)c1)N1CCOCC1	-4	i	i	i	i	i	i	i	i	i	i
Cc1ccc(S(=O)(=O)Nc2cccc(Oc3cnccn3)c2)cc1	-1	i	i	i	i	i	i	i	i	i	i
Cc1ccc(C)c(S(=O)(=O)Nc2ccccc2C(=O)Nc2cc(C)on2)c1	0	i	i	i	i	i	i	i	i	i	i
Cn1c(SCC(N)=O)nnc1-c1ccccc1	-7	i	i	i	i	i	i	i	i	i	i
O=[N+]([O-])c1ccccc1/C=N/NC1=NCCCCC1	-4	i	i	i	i	i	i	i	i	i	i
CCN1CCN(C(=O)c2c(-c3ccccc3)noc2C)CC1	-6	i	i	i	i	i	i	i	i	i	i
O=S(=O)(CC12C3C4C5C1C2C(Br)(C43)C51OCCO1)c1ccccc1 (configuration not stated)	-9	i	i	i	i	i	i	i	i	i	i
COC(=O)CC1C(=O)NCCN1C(=O)CSc1nnnn1-c1ccc(OC)cc1 (configuration not stated)	-22	i	i	i	i	i	i	i	i	i	i
O=C(Nc1ccc(OC(F)F)c(Cl)c1)C(c1ccccc1)c1ccccc1	-16	i	i	i	i	i	-10*	i	i	i	i
Cn1c(C(=O)N2CCN(c3ccc(F)cc3)CC2)cc2ccccc21	-2	i	i	i	i	i	i	i	i	i	i
O=C(NCC(c1cccs1)N1CCOCC1)c1ccccc1NS(=O)(=O)c1ccc(Cl)c([N+](=O)[O-])c1 (configuration not stated)	-13	i	i	i	i	i	i	i	i	13*	25*
O=C(O)c1ccc(Cl)c2c1C1C=CCC1C(c1ccccn1)N2 (configuration not stated)	-4	·	i	i	i	i	i	i	·	i	i
C=C1CC(C(=O)N/N=C/c2ccc(O)cc2)C1	-1	i	i	i	i	i	i	i	i	i	i
C=CCC1(CC=C)CCCN1C(=O)CC1C(=O)NCCN1Cc1cccc(OC)c1OC (configuration not stated)	-7	i	i	i	i	i	i	i	i	i	i
Cc1ccc(Nc2ccc(C(N)=O)cc2[N+](=O)[O-])cc1C	-12	i	i	i	i	i	i	i	i	i	i
CC(OC(=O)c1cc(=O)[nH]c2ccccc12)C(=O)NC1CCCCC1C (configuration not stated)	-8	i	i	i	i	i	i	i	i	i	i
Cc1ccc(-c2nc(CSCC(=O)N3CCN(C(=O)c4ccco4)CC3)c(C)o2)cc1	-8	i	i	i	i	i	i	i	i	i	i
Cc1ccc(NC(=O)Cn2cccc2)c(C)c1	-11	i	i	i	i	i	i	i	i	i	i
O=C(NCc1cccnc1)C(=O)Nc1nc(-c2ccccc2)cs1	-12	i	i	i	i	i	i	i	i	i	i
CCOc1cc(N2CCOCC2)c(OCC)cc1NC(=O)CN1C(=O)NC2(CCCCCCC2)C1=O	-11	i	i	i	i	i	i	i	i	i	i
CCOc1cccc(OCCOc2ccc(C(=O)c3ccccc3)cc2)c1	-8	i	i	i	i	i	i	i	i	i	i
Cc1cc(C)c2cc(C#N)c(SCC(=O)Nc3ccc4c(c3)OCO4)nc2c1	-2	i	i	i	i	i	i	i	i	i	i

No enrichment for hits. Share with any hit: about 6.3%.
